High-throughput results: PubChem BioAssay, NCI
All columns: NCI-60 one-dose screen, growth in % after 48 h at 10 µM unless noted; 100 = growth as untreated, 0 = no growth, -100 = all killed.
SK-OV-3: SK-OV-3 ovarian cancer cells. 80,000 tested, 3.2% active. AID 1794785
NCI-H226: NCI-H226 lung cancer | 79,000 tested, 3.5% active | AID 1794732
OVCAR-4: OVCAR-4 ovarian cancer cells | 80,000 tested, 3.7% active | AID 1794784
SN12C: SN12C renal cancer cells; 81,000 tested, 3.8% active
IGROV1: IGROV1 ovarian cancer | 79,000 tested, 4.7% active
NCI/ADR-RES: NCI/ADR-RES ovarian cells; AID 1794790; 81,000 tested, 4.4% active
OVCAR-5: OVCAR-5 ovarian cancer. AID 1794783. 82,000 tested, 2.9% active
OVCAR-3: OVCAR-3 ovarian cancer; 79,000 tested, 7% active; AID 1794787
NCI-H23: NCI-H23 lung cancer. AID 1794731. 80,000 tested, 4% active
An asterisk follows results filed as active; / = not tested or not shown. How the source made its calls: active means growth percent below 10; inactive means the rest.

SMILES | SK-OV-3 | NCI-H226 | OVCAR-4 | SN12C | IGROV1 | NCI/ADR-RES | OVCAR-5 | OVCAR-3 | NCI-H23
CC1SC(c2ccccc2[N+](=O)[O-])N(NC(=O)CCC(=O)c2nc3ncccc3[nH]2)C1=O (stereo not given) | 94 | 80 | 94 | 89 | 60 | 94 | 116 | 99 | 85
O=C(c1ccccc1)C1CCC=C1c1ccccc1 (stereo not given) | 101 | 103 | 113 | 101 | 123 | 121 | 110 | 120 | 103
O=C(O)CCCSc1nc(-c2ccc(Cl)cc2)cc(-c2ccc(Cl)cc2)n1 | 103 | 100 | 92 | 100 | 98 | 106 | 117 | 103 | 96
O=C(Nc1ccccc1)Nc1cccc(Oc2nnc(Cl)c3ccccc23)c1 | -0.5* | 8.7* | 0.2* | 54 | 37 | 17 | 86 | 25 | 33
Brc1cc2c(c3ccccc13)N1O[C@@H](C2)C[C@H]1c1ccco1 | 97 | 97 | 80 | 106 | 107 | 91 | 92 | 107 | 95
NC(=O)C(F)(F)F | 103 | 98 | 103 | 106 | 114 | 114 | 104 | 107 | 97
c1ccc(-c2cc3ccccc3[nH]2)cc1 | 105 | 98 | 90 | 95 | 108 | 102 | 99 | 98 | 101
CCCCCCCCc1ccc(OCCOC(=O)/C=C\C(=O)NC(N)=O)cc1 | 115 | 96 | 105 | 92 | 114 | 114 | 97 | 103 | 115
COc1ccc(-c2nc3sc(-c4ccccc4)c(-c4ccccc4)n3c2/C=C/C(=O)c2ccccn2)cc1 | 103 | 84 | 44 | 87 | 83 | 86 | 115 | 81 | 97
O=C(CC1(O)C(=O)Nc2ccc(F)cc21)c1ccc(NS(=O)(=O)c2ccccc2)cc1 (stereo not given) | 115 | 98 | 109 | 101 | 105 | 106 | 101 | / | 103
Cc1cc(N2CCCCCC2)nc(NC2CCCC(Nc3ccnc4cc(Cl)ccc34)C2)n1 (stereo not given) | -83* | -61* | -64* | -91* | -47* | -72* | -25* | -79* | -51*
C=C1C(=O)O[C@H]2[C@H]1CC/C(C(=O)NCCOCCOCC(=O)Nc1ccc(OC)c(C(N)=O)c1O)=C\CC[C@@]1(C)O[C@@H]21 | 92 | 81 | 101 | 94 | 99 | 104 | 96 | 84 | 98
CC(=O)Nc1ccc(/C(C#N)=C/c2ccc(N(C)CCC#N)cc2)cc1 | 115 | 117 | / | 106 | 103 | 100 | 118 | 108 | 95
CCOC(=O)c1cc(C(C)=O)c2cc(C)ccn12 | 107 | 100 | 104 | 99 | 43 | 99 | 109 | / | 95
O=C(O)c1ccc(C(Cl)(Cl)Cl)cc1 | 107 | 97 | 115 | 110 | 120 | 104 | 110 | 123 | 100
COc1cc(-c2nc(-c3ccc(-c4nc5ccc(Cl)cc5[nH]4)cc3)no2)cc(OC)c1OC | 122 | 90 | 98 | 103 | 114 | 85 | 125 | 110 | 91
O=C(/C=C/c1cn(-c2ccccc2)nc1-c1ccccc1)OCc1cn(-c2cccc(Cl)c2)nn1 | 95 | 95 | 86 | 98 | 95 | 98 | 102 | 102 | 94
CCCCCCCCCCCCSCCc1ccccc1 | 91 | 97 | 107 | 101 | 110 | 100 | 105 | 110 | 101
Nc1ccn(C2CSC(CO)O2)c(=O)n1 (stereo not given) | / | / | / | / | / | 104 | / | / | 104
Cc1ccc(S(=O)(=O)NN=C(c2ccc(Cl)cc2)c2ccc(S(C)(=O)=O)cc2)cc1 | 102 | 96 | 93 | 96 | 101 | 100 | 99 | / | 92
COc1ccc2nc(-c3nonc3N)[nH]c2c1 | 101 | 92 | 103 | 105 | 111 | 104 | 106 | 118 | 105
COc1ccc2nc(NC(=O)c3ccc(N(C)C)cc3)sc2c1 | 111 | 57 | 75 | 86 | 100 | 53 | 93 | 95 | 66
Cc1cc(C)n(C(=O)c2sc(=S)n(-c3ccccc3)c2/N=C2\NC(=O)CS2)n1 | 114 | 105 | 98 | 101 | 102 | 107 | 106 | 102 | 108
O=C1C(=O)c2ccccc2C(O)=C1CCCCCCCCCCBr | 99 | 95 | 106 | 98 | 104 | 100 | 101 | 102 | 98
CCOP(=O)(Nc1cccc2oc(=O)c3ccccc3c12)OCC | 99 | 93 | 117 | 94 | 95 | 104 | 110 | 110 | 91

Rewritten with tabs: entries from further up
canonical_smiles	SK-OV-3	NCI-H226	OVCAR-4	SN12C	IGROV1	NCI/ADR-RES	OVCAR-5	OVCAR-3	NCI-H23
COc1cc(-c2nc(-c3ccc(-c4nc5ccc(Cl)cc5[nH]4)cc3)no2)cc(OC)c1OC	122	90	98	103	114	85	125	110	91
O=C(/C=C/c1cn(-c2ccccc2)nc1-c1ccccc1)OCc1cn(-c2cccc(Cl)c2)nn1	95	95	86	98	95	98	102	102	94
CCCCCCCCCCCCSCCc1ccccc1	91	97	107	101	110	100	105	110	101
Nc1ccn(C2CSC(CO)O2)c(=O)n1 (stereo not given)	/	/	/	/	/	104	/	/	104
Cc1ccc(S(=O)(=O)NN=C(c2ccc(Cl)cc2)c2ccc(S(C)(=O)=O)cc2)cc1	102	96	93	96	101	100	99	/	92
COc1ccc2nc(-c3nonc3N)[nH]c2c1	101	92	103	105	111	104	106	118	105
COc1ccc2nc(NC(=O)c3ccc(N(C)C)cc3)sc2c1	111	57	75	86	100	53	93	95	66
Cc1cc(C)n(C(=O)c2sc(=S)n(-c3ccccc3)c2/N=C2\NC(=O)CS2)n1	114	105	98	101	102	107	106	102	108
O=C1C(=O)c2ccccc2C(O)=C1CCCCCCCCCCBr	99	95	106	98	104	100	101	102	98
CCOP(=O)(Nc1cccc2oc(=O)c3ccccc3c12)OCC	99	93	117	94	95	104	110	110	91

Continuation.
SMILES | SK-OV-3 | NCI-H226 | OVCAR-4 | SN12C | IGROV1 | NCI/ADR-RES | OVCAR-5 | OVCAR-3 | NCI-H23
CC(C)CCNC(=O)[C@@H](CC(C)C)n1ccc2ncccc2c1=O | 108 | 95 | 94 | 104 | 117 | 95 | 102 | 107 | 91
COC(=O)c1ccc2nc(C)c(C(N)=O)nc2c1 | 105 | 109 | 107 | 109 | 110 | 109 | 122 | 129 | 107
CC(C)CCC[C@@H](C)[C@H]1CCC2C3=CCn4c(=O)ccc(=O)n4C3CC[C@@]21C (stereo not given in full) | -100* | -92* | -32* | -98* | -82* | -29* | -84* | -96* | -55*
CCCCNC(=O)Oc1ccc(C(=O)OCCC)cc1 | 115 | 108 | 102 | 102 | 104 | 108 | 112 | 112 | 98
CCN1C(=S)N(CC)C2C1NC(=O)N2/N=C/C=C/c1ccccc1[N+](=O)[O-] (stereo not given) | 124 | 88 | 87 | 97 | 87 | 98 | 101 | 97 | 98
Brc1cccc(/C=N/Nc2nc(N/N=C/c3cccc(Br)c3)nc(N3CCCCC3)n2)c1 | 109 | 92 | 88 | 101 | 101 | 91 | 116 | 99 | 106
CCOC(=O)n1cc(-c2nonc2-c2cn(C)c3ccc(Br)cc23)c2cc(F)ccc21 | 95 | 88 | 79 | 86 | 86 | 81 | 70 | 86 | 72
CCCCCCn1c(O)c(N=Nc2nc(-c3cc4ccccc4oc3=O)cs2)c2ccccc21 | 97 | 68 | -48* | 64 | -62* | 50 | -53* | -95* | -21*
O=C1[C@H]2Cc3c([nH]c4ccccc34)[C@@H](c3ccc(Cl)cc3)N2C(=O)CN1C1CCN(CC2CCCCC2)CC1 | 93 | 82 | 82 | 75 | 55 | 90 | 95 | 94 | 98
CN(Cc1cc(Br)cc(Br)c1O)Cc1cc(Br)cc(Br)c1O | 56 | 52 | 16 | 45 | 30 | 9.4* | 69 | 5.0* | 37
CC(=O)c1cc(O)c(O)cc1O | 117 | 109 | / | 107 | 108 | 109 | 107 | 109 | 104
O=C(/C=C\c1ccccc1)SC(=O)OCc1ccccc1 | 120 | 111 | 83 | 113 | 100 | 110 | 115 | 115 | 104
COc1ccc(C(=O)CSc2nc(-c3ccc(Cl)cc3)c(C#N)c(=O)[nH]2)cc1 | 101 | 101 | 105 | 100 | 103 | 103 | 103 | 105 | 99
O=C(COc1ccc(/C=C2\COc3ccc4ccccc4c3C2=O)cc1)c1ccc(Cl)cc1 | 94 | 97 | 77 | 97 | / | 100 | 96 | 100 | 83
CC1=C[C@H]2c3c(c(O)c(O)c4oc5c(C)cccc5c(=O)c34)[C@H](c3cc(O)c(O)c4oc5c(C)cccc5c(=O)c34)[C@H]2C(C)(C)C1 | 19 | 0.2* | 11 | 11 | 1.2* | 4.2* | 30 | 14 | -15*
O=C(CNc1nc(-c2cccc([N+](=O)[O-])c2)cs1)Nc1ccc([N+](=O)[O-])cc1Cl | 107 | 99 | 107 | 102 | 114 | 109 | 107 | 132 | 106
O=C1CCC(=O)CC1 | 112 | 101 | 113 | 90 | 96 | 104 | 92 | 117 | 103
C#Cc1nc(/C=C/C(=O)NO)cs1 | 96 | 76 | -25* | 92 | -72* | -6.3* | 42 | / | -87*
Cn1cc(CCc2cc[n+](CCC[n+]3ccc(CCc4cn(C)c5ccccc45)cc3)cc2)c2ccccc21 | 93 | / | 102 | 96 | 103 | 99 | 102 | 103 | 88
CC(=O)C(C)(NCc1ccccc1)c1ccccc1 (stereo not given) | 108 | 107 | 199 | 104 | / | 102 | 95 | 106 | 96
CCNC(=O)C#Cc1ccc2c(C(=Nc3ccc(CN(C)C)cc3)c3ccccc3)c(O)[nH]c2c1 | 11 | 39 | 52 | 37 | 5.4* | 54 | 5.7* | 51 | 14
c1c[nH]cn1 | 109 | 102 | / | 107 | 105 | 104 | 107 | 112 | 97
CC/C=C\CO[C@H]1Cc2cc3ccc(=O)oc3cc2OC1(C)C | 100 | 81 | 79 | 96 | 88 | 96 | 98 | 112 | 94
CNC(=O)c1cc(-c2ccc(NC(=O)Nc3ccc(N4CCOCC4)c(C(F)(F)F)c3)cc2)nc2cccnc12 | 93 | 55 | 49 | 42 | 57 | 69 | 91 | / | /
O=C(O)CCC(=O)c1ccc(Oc2ccccc2)cc1 | 108 | 89 | 105 | 102 | 110 | 106 | 102 | 117 | 116

Following part:
SMILES | SK-OV-3 | NCI-H226 | OVCAR-4 | SN12C | IGROV1 | NCI/ADR-RES | OVCAR-5 | OVCAR-3 | NCI-H23
CSc1ncnc2c1ncn2C1CCCCO1 (stereo not given) | 121 | 99 | 106 | 93 | 119 | 103 | 108 | 114 | 106
COc1ccc(C(=O)C(C)Br)cc1OC (stereo not given) | 115 | 96 | 84 | 73 | 76 | 96 | 85 | 61 | 91
CCSC(=Nc1ccc(C)cc1)NC(=O)c1cccs1 | 110 | 97 | 107 | 97 | 116 | 101 | 105 | 103 | 90
Nc1n[nH]c2cccc(C#Cc3cccc(NC(=O)c4cc(F)cc(C(F)(F)F)c4)c3)c12 | 114 | 47 | 90 | 53 | 26 | 93 | 71 | 81 | 66
O=C(Nc1c(Cl)cccc1Cl)OCCOc1ccc(Cl)cc1Cl | 94 | 77 | 67 | 74 | 94 | 85 | 103 | 85 | 84
CNC1(S(=O)(=O)O)C(=O)Nc2ccccc21 (stereo not given) | 85 | 88 | 115 | 93 | 88 | 93 | 99 | 106 | 90
COc1ccc(/C=C/C(=O)Nc2cccnc2Nc2ccc(F)cc2)cc1OC | 105 | 92 | 100 | 87 | 111 | 93 | 98 | 117 | 97
COc1cc(/C=N/Nc2ccccc2Cl)cc(OC)c1OC | 109 | 91 | 78 | 87 | 80 | 100 | 94 | 93 | 88
COc1ccc(/C=C/C(=O)c2ccc(NC(=O)CSc3nc4c([nH]3)c(=O)n(C)c(=O)n4C)cc2)cc1 | 100 | 88 | 96 | 99 | 90 | 98 | 101 | 95 | 99
CCOC(=O)c1csc(N/N=C/c2cn(-c3ccc(C(=O)O)cc3)nc2-c2ccc(C(=O)O)cc2)n1 | 120 | 68 | 101 | 93 | 90 | 99 | 91 | 111 | 93
O=C(c1cccnc1)C1Cc2ccccc2C1=O (stereo not given) | 89 | 86 | 93 | 91 | 69 | 93 | 95 | 107 | 92
O/N=C1\c2ccccc2-c2ccc(O)cc21 | 101 | 101 | 101 | 95 | 118 | 97 | 104 | 104 | 95
OC[C@@H](O)[C@@H](O[C@@H]1O[C@H](CO)[C@H](O)[C@H](O)[C@H]1O)[C@H](O)[C@@H](O)CO | 107 | 90 | 118 | 106 | 114 | 104 | 106 | 124 | /
COC12CC(=O)C(C(C)=O)=C(O)C1(C)c1c(O)c(C)c(O)c(C(C)=O)c1O2 (stereo not given) | 104 | 81 | 86 | 49 | 69 | / | 100 | 59 | 51
CN(Cc1ccccc1)c1nc(Cl)c(C=O)s1 | 88 | 105 | 106 | 92 | 131 | 112 | 116 | 113 | 104
C1=Cc2ccccc2N(c2nnc(-c3ccccc3)o2)c2ccccc21 | 114 | 82 | 92 | 96 | 93 | 92 | 98 | 107 | 103
O=C(CCCCCCCCC(=O)N/N=C\c1cc(Cl)ccc1O)N/N=C\c1cc(Cl)ccc1O | 41 | 15 | 23 | 29 | 30 | 17 | 62 | 31 | 48
Cc1nc2cc(Nc3nc(Nc4ccc(F)cc4)nc(Nc4c(F)cccc4F)n3)ccc2n1Cc1ccccc1 | 98 | 85 | 104 | 91 | 90 | 97 | 108 | 119 | /
C=C(C)[C@@H]1CC[C@]2(C(=O)NCCCC[C@@H](CO)NCCN)CC[C@]3(C)[C@H](CC[C@@H]4[C@@]5(C)CC[C@H](O)C(C)(C)[C@@H]5CC[C@]43C)[C@@H]12 | 108 | 100 | 106 | 101 | 86 | 92 | 117 | 105 | 97
COc1ccc(C(=O)O)cc1.[Ag] | 114 | 101 | 117 | 103 | 110 | 99 | 104 | 100 | 103
OC(CNCc1ccccc1)Cn1c2ccccc2c2ccccc21 (stereo not given) | 107 | / | 110 | 101 | 106 | 102 | 105 | 107 | 101
